Source: PubChem BioAssay (several laboratories)
14-3-3 Bad PPI – disrupts binding of bovine 14-3-3 zeta to phospho-Bad peptide; AID 781; 0.71% of 220,000 active; P63103; TR-FRET 14-3-3zeta/Dy647-pBad peptide displacement, 1 h; inhibition, % at 21.7 µM;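 active = inhibition above about 70%, limit read from the data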;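 also: 0% = full 14-3-3 plus peptide FRET controls and 100% = background without 14-3-3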
TbHK1 inh – T. brucei hexokinase 1 inhibition. recombinant TbHK1, G6PDH-coupled NADH A340. inhibition, % at 10 µM. 0.11% of 220,000 active. AID 1430;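 active = inhibition of 50% or more in the single-dose primary screen; inactive = inhibition below 50%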
m-calpain inh – calpain II (pig) inhibition; purified calpain II, fluorogenic peptide substrate, 30 min; inhibition, % at 16 µM; 0.37% of 220,000 active; AID 1236;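 active = inhibition above about 50%, limit read from the data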
EP2 antag – EP2 receptor (human) inhibition; 0.52% of 260,000 active; C6 glioma cells expressing human EP2, cAMP TR-FRET; cells stimulated with saturating PGE2; inhibition, % at 25 µM; P43116;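 active = percent inhibition above 40 after rounding to a whole number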;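 also: rat C6 glioma host cells with rolipram phosphodiesterase inhibitor present; the protocol text gives 20 µM as final concentration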
Target sequence (P43116 whole entry, looked up): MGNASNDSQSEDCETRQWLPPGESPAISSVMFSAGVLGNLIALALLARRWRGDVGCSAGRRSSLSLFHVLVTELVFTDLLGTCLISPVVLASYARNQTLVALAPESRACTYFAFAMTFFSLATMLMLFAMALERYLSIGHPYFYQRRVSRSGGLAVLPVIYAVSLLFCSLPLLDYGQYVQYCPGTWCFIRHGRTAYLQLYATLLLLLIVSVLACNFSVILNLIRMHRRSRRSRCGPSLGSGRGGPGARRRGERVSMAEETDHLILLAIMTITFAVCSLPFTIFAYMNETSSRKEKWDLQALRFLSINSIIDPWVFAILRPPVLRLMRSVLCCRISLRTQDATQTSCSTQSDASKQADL
Hck-Nef inh – human Hck-Nef kinase inhibition; Recombinant Hck-YEEI plus Nef, Z-Lyte FRET kinase assay; AID 463187; P08631; inhibition, % at 20 µM; 0.68% of 220,000 active;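 active = Hck-Nef kinase inhibition above about 50%, limit read from the data; inactive = inhibition below that limit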;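 also: 0% = DMSO with Hck plus Nef and 100% = Hck alone without Nef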
Target sequence (P08631 whole entry, looked up): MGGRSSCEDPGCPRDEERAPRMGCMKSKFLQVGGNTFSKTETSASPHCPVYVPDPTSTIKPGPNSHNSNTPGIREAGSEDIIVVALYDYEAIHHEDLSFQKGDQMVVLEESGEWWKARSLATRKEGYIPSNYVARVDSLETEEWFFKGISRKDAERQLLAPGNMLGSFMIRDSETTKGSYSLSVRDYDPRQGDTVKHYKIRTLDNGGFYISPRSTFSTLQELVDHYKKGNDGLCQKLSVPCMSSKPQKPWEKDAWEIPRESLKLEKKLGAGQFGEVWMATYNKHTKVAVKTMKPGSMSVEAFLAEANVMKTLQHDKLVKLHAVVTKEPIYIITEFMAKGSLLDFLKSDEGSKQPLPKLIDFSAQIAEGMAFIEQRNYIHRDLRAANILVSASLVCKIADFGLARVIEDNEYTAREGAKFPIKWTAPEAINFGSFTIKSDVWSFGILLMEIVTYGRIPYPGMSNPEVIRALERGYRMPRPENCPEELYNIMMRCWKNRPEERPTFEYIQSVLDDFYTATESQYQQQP
eIF4E-4G inh – inhibitors of eIF4E and eIF4G interaction in translation initiation. TR-FRET eIF4E-eIF4GI(517-606) binding, 2 h. inhibition, % at 21.7 µM. AID 782. 0.37% of 220,000 active;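 active = inhibition above about 30%, limit read from the data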;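 also: 0% = full FRET control wells and 100% = background wells lacking eIF4GI fragment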
L929 necroptosis – blocks zVAD induced death of L929 cells; AID 1377; L929 zVAD necroptosis rescue, ATP luminescence, 24 h; with zVAD 60 µM; 0.38% of 220,000 active; viability rescue, % at 10 µM;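 active = activation, scaled between plate controls, above about 75%, limit read from the data; inactive = activation under that limit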;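 also: 0% = zVAD with DMSO and 100% = DMSO alone without zVAD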
Rad51 HR inh – Rad51 (human) homologous recombination inhibition; Q06609; hRad51 DNA strand exchange, fluorescence dequenching; inhibition, % at 10 µM; 0.085% of 200,000 active;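 active = inhibition above 40% at the single screening dose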;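 also: 0% = DMSO control wells and 100% = blanks with heterologous ssDNA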
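Test system: preformed human Rad51 ssDNA filaments; also added: Donor/quencher-labelled 47-bp dsDNA substrate; doses: 10 µM final, single point; times: 37 °C 15-min filament assembly, 30-min compound preincubation, 15-min exchange; detection: FRET fluorescence dequenching, excitation 485 nm, emission 520 nm; read-out basis: Fluorescence-based percent inhibition, control- and blank-normalised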
EP2 modulator – modulators of human EP2 prostaglandin E2 receptor; P43116; EP2-expressing cells, cAMP HTRF FRET, PGE2 co-stimulation; induction, % at 25 µM; 0.83% of 260,000 active; AID 940;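 active = compounds whose cAMP rise, as percent of the full-agonist control response, exceeds 60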;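 also: rat C6 glioma line stably carrying human EP2 under a CMV promoter; the protocol text gives 20 µM as final concentration; 100% = response of wells given 1 µM PGE2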
* = called active by the depositor; i = inactive; · = not tested or not shown; & = joins results of further samples; [ ] = remark or other dose.

Sample of the layout:
SMILES	14-3-3 Bad PPI	TbHK1 inh	m-calpain inh	EP2 antag	Hck-Nef inh	eIF4E-4G inh	L929 necroptosis	Rad51 HR inh	EP2 modulator
CC(=O)Nc1ccc(C(=O)OCc2ccc(Br)cc2)cc1	-23	30	-8	8	1	-1	1.9	2	-24
Cc1occc1-c1n[nH]c(=S)n1C	-6	1	-4	11	21	-4	0.9	-9	12
COC(=O)c1ccccc1NC(=O)NCc1ccncc1	-11	-5	16	0	22	4	0.5	-23	10

Main list, from the start:
SMILES	14-3-3 Bad PPI	TbHK1 inh	m-calpain inh	EP2 antag	Hck-Nef inh	eIF4E-4G inh	L929 necroptosis	Rad51 HR inh	EP2 modulator
CC(=O)Nc1ccc(C(=O)OCc2ccc(Br)cc2)cc1	-23	30	-8	8	1	-1	1.9	2	-24
Cc1occc1-c1n[nH]c(=S)n1C	-6	1	-4	11	21	-4	0.9	-9	12
COC(=O)c1ccccc1NC(=O)NCc1ccncc1	-11	-5	16	0	22	4	0.5	-23	10
COc1ccc(OCCSc2nc(C)c(Cc3ccccc3)c(=O)[nH]2)cc1	6	-7	-3	8	3	0	0.6	·	-1
O=S(=O)(Nc1ccc(Cl)cn1)c1ccccc1	-8	-1	-20	6	15	-1	-0.7	-2	34
CCSc1nnc(NC(=O)Cn2cnc3ccccc3c2=O)s1	5	-9	-4	11	5	4	0.0	18	5
CCOC(=O)c1sc2nc(N3CCOCC3)c3c(c2c1N)CCN(C)C3	-20[fluorescence artefact?]	-30	i	13	14	5[fluorescence artefact?]	0.4	0	3
CC(=O)OCC(=O)[C@@]1(OC(C)=O)[C@@H](C)C[C@H]2[C@@H]3C[C@H](F)C4=CC(=O)C=C[C@]4(C)[C@@]3(F)[C@@H](O)C[C@@]21C	4	0	-8	13	0	1	67	-6	16
COc1cc(C(=O)NCC(=O)OCC(=O)c2ccc[nH]2)cc(OC)c1OC	2	-3	-57	10	1	3	0.5	3	2
O=C(CSc1nnc(-c2cccs2)o1)OCc1ccccc1	-3	·	-4	11&10	·	4	·	7	43&8
CCN(CC)S(=O)(=O)c1ccc(C(=O)NCc2ccc3c(c2)cc(C)n3C)cc1	3	-8	-6	10	1	-5[fluorescence artefact?]	0.4	3	-13
CCc1ccc(S(=O)(=O)NCCc2csc(-c3cccnc3)n2)s1	0	-2	-9	7	1	-4	-0.5	3	-11
CC(C)c1ccc(CN(C(=O)/C=C/c2ccco2)C2CCS(=O)(=O)C2)cc1 (stereo not given)	-14	-21	-27	6	8	1	0.5	-3	1
Cc1c(C(N)=O)sc2ncn(CC(=O)OC(C)C)c(=O)c12	3	1	-14	7&14	0	-9	0.5	-4	-6&7
CN1CCN(C(=S)C(=O)Nc2ccc(Br)cc2)CC1	1	-3	7	9	-45	2	2.6	2	11
CCCc1nn(C)c(C(=O)Nc2ccc(C(C)(C)C)cc2)c1Cl	-7	-2	32	4	0	-2	0.2	10	-2
COc1ccccc1/C=C/C=N/N1CCN(c2ccccn2)CC1	63	-21	-2	5	0	-9	-0.1	-6	8
CCCCOC(=O)Nc1nc2ccc(OC)cc2s1	-1	-4	-4	9	1	-5	0.6	2	12
O=C(NCc1ccco1)c1cc(-c2cccnc2)nc2ccccc12	-7	-8	-20	9	-4	1	0.1	-6	11
N#CCSc1nc(N)c(C#N)c(C2CCCCC2)c1C#N	17[fluorescence artefact?]	-8	-18	16	1	6[fluorescence artefact?]	-0.4	10	-18
CCOC(=O)c1c(C)[nH]c(C(=O)COC(=O)c2oc3ccccc3c2C)c1C	0	0	-8	5	4	3	0.6	0	31
CC(C)NCCCCOc1cccc(Br)c1	25	5	-9	9	4	3	-0.4	·	2
Cc1ccc(Oc2ccc(Oc3ccc(C)cc3)nn2)cc1	-4	2	-16	2	0	-1[fluorescence artefact?]	0.2	1	-5
Cc1sc(N/N=C/C=C/c2ccccc2)nc1-c1ccccc1	-9	-28	-14	10	-1	3	0.9	1	5
NC(=O)C1CCN(C(=O)CN2CCN(c3cccc(C(F)(F)F)c3)CC2)CC1	2	36	-43	7	2	-41	-0.2	1	7
C/C(=N\NC(=O)c1ccc(O)cc1)c1ccc(N2CCOCC2)cc1	-2	-38	9	3	11	3	1.4	·	-36
CCc1cc2c3c(c(=O)oc2cc1OC)CCCC3	3	-8	-341	7	1	-3	0.1	12	5
COc1cc(C(=O)NC(c2ccccc2)c2ccccc2)cc(Cl)c1OC	6	-1	1	5	0	0	0.0	-6	2
Cc1nc2nc(COc3ccccc3)[nH]n2c(=O)c1C	0	-4	21	5	-1	1	1.1	-7	12
Cc1ccc(Sc2ncccc2/C=N/O)cc1	-4	-3	39	6	16	-1	0.2	-11	16

Filtered by structure, the entries above with bromine (three)
SMILES	14-3-3 Bad PPI	TbHK1 inh	m-calpain inh	EP2 antag	Hck-Nef inh	eIF4E-4G inh	L929 necroptosis	Rad51 HR inh	EP2 modulator
CC(=O)Nc1ccc(C(=O)OCc2ccc(Br)cc2)cc1	-23	30	-8	8	1	-1	1.9	2	-24
CN1CCN(C(=S)C(=O)Nc2ccc(Br)cc2)CC1	1	-3	7	9	-45	2	2.6	2	11
CC(C)NCCCCOc1cccc(Br)c1	25	5	-9	9	4	3	-0.4	·	2

Next part
SMILES	14-3-3 Bad PPI	TbHK1 inh	m-calpain inh	EP2 antag	Hck-Nef inh	eIF4E-4G inh	L929 necroptosis	Rad51 HR inh	EP2 modulator
CCOCCCNC(=O)C1CCN(C(=O)N(C)C)CC1	19	3	8	7	-1	-6	-0.3	3	6
Cc1cc2c(cc(C(=O)OCC(=O)NCc3ccco3)n2C)s1	-3	-2	-33	14	2	3[fluorescence artefact?]	2.3	-5	-27
CC(C)NC(=O)/C(C#N)=C/c1ccc2c(c1)OCCO2	11	-43	-12	3	-1	1	1.6	2	-18
Cc1ccc2nc(C)c(Cl)c(=O)n2c1	-11	-18	-6	2	-21	-7[fluorescence artefact?]	-0.1	-1	3
Cc1nnc(SCC(=O)NC2CCCCC2C)s1 (stereo not given)	-6	1	-17	8	17	2	5.8	4	12
Cc1[nH]n(-c2cccc3ccccc23)c(=O)c1C=Nc1ccc2[nH]c(=O)[nH]c2c1	0[fluorescence artefact?]	-31	-36	13	3	10[fluorescence artefact?]	0.5	9	1
CCOC(=O)C1=C(O)/C(=C\c2ccc(O)c(OCC)c2)N=C1C	-10	-16	9	8	-35	-3	0.3	·	5
Clc1ccc(COn2c(-c3ccccc3)nc3ccccc32)cc1	3	2	-3	3	0	4	0.3	-1	67*
N#CCCn1c(SCC(=O)NCC2CCCO2)nc2ccccc21 (stereo not given)	-9	4	-24	9	1	5[fluorescence artefact?]	1.4	1	-12
Cc1ccc(-n2cc3ccc([N+](=O)[O-])cc3n2)cc1	11[fluorescence artefact?]	-12	-20	2	11	4	-0.2	-5	4
Cc1cc(C)c(C)c(/C=C(/C#N)C(N)=S)c1C	-9	-3	14	8	-4	-2	0.0	-8	6
CCOC(=O)c1ccc(NC(=O)CSc2nnc(CNC(=O)c3c(F)cccc3Cl)o2)cc1	-19[fluorescence artefact?]	-5	3	16	1	-1	-0.1	6	-3
COc1ccccc1N1CCN(S(=O)(=O)c2ccc(Br)s2)CC1	-13	7	-61	7	-18	-5	0.4	-1	3
COc1ccc(N)c2c1OCCC2=O	-5	-5	19	5	0	-1	0.3	-15	1
O=C1CN(S(=O)(=O)c2ccccc2C(F)(F)F)CCN1	-20	1	-24	8	1	2	2.8	0	21
Cc1ccc(-n2c(N)c(C(=O)N3CCOCC3)sc2=S)c(C)c1	-23	-29	-6	14	3	9	1.0	-3	35
O=C(c1cccc(F)c1)N1CCC(N2CCOCC2)CC1	74*	-5	23	12	2	4	0.4	1	-1
CCc1ccc(C(=O)/C=C/Nc2ccc(S(=O)(=O)Nc3cnc4ccccc4n3)cc2)cc1	2	-17	-37	4	19	-8	1.6	-12	-13
O=C(NN1CCOCC1)c1sc2cccc(F)c2c1Cl	0	-6	-24	3	-3	2	2.5	6	-9
COc1ccc2c(-c3ccccc3)cc(SCC(=O)NC3CCS(=O)(=O)C3)nc2c1 (stereo not given)	2	-17	-13	8	0	-1	-0.2	-2	49
COc1ccc(C2N(S(=O)(=O)c3ccc(C)cc3)CCN2S(=O)(=O)c2ccc(C)cc2)cc1	9	2	5	6	-2	2	-1.0	8	15
CCn1c(COc2ccccc2C)nnc1SCC(=O)NC1CCCC1	-2[fluorescence artefact?]	-11	5	7	0	-6	3.1	0	15
COc1ccccc1N1C(=O)CC(Nc2ccc(N3CCOCC3)cc2)C1=O (stereo not given)	6	-3	-26	30	6	4	0.2	-3	7
Clc1ccc(-c2noc(CN3CCOCC3)n2)cc1	-7	-3	-9	11	8	2	0.6	11	0
Fc1ccc(C(c2nnnn2CCc2ccccc2)N2CCCc3ccccc32)cc1 (stereo not given)	-9	-7	12	15	1	1	0.0	3	31
COc1ccc(CCN(C)C(=O)/C=C/c2c(Cl)nc3ccccn23)cc1OC	3	-10	5	6	-25	5	-1.4	7	-14
COC(=O)CSc1ccc2nnc(-c3ccc(F)cc3)n2n1	·	3	-308	8	1	·	0.5	6	-15
Cc1c(C(=O)N2CCN(c3ccccn3)CC2)oc2ccccc12	1[fluorescence artefact?]	-3	-13	3	2	-1[fluorescence artefact?]	0.8	3	-7
NC(=O)c1ccsc1NC(=O)COC(=O)C1CC2CCCC(C1)C2=O (stereo not given)	-5	-8	-15	4	30	2	-0.1	·	-21
COc1ccc(C(F)(F)F)cc1NC(=O)c1nc2nc(C)cc(C(F)F)n2n1	12	2	-388	24	9	-1	0.1	-7	12
O=C(COC(=O)c1cccc2ccccc12)NCCCc1ccccc1	-15	4	-8	10	5	6[fluorescence artefact?]	1.2	·	-61
CCOC(=O)c1ccc(-c2n[nH]c(=O)c3ccccc23)cc1	5	2	-8	7	5	0	0.2	-4	-23
COc1ccc(/C=N/NC(=O)C2COc3ccccc3O2)cc1OC (stereo not given)	-1	-9	8	1	17	3	-1.0	·	-63
Cc1c(Cl)cccc1NC(=O)C1CCCCC1	-9	-4	-11	4	16	-2	17	-45	-28
Cc1nc2ccccn2c1C(=O)c1ccccc1	2	-24	7	-12	1	0	0.0	7	8
CCCCCc1nnc(NC(=O)C(=O)OCC)s1	-3	-1	-17	6	-2	-8[fluorescence artefact?]	0.2	-1	28
COc1cc(OC)c([N+](=O)[O-])cc1/C=N/NC(=O)c1ccncc1	-11	-30	-21	11	32	1	4.7	-2	-34
O=C(NCc1ccccn1)c1nc(-c2cccs2)no1	-11	-1	-12	4	-3	-2	0.6	13	21
CC(C)(C)OC(=O)N/N=C\c1ccc([N+](=O)[O-])s1	-8	-7	-17	4	13	0	1.7	-4	-55
Cc1ccc(C(=O)O/N=C/c2c(C(F)(F)F)nn(C)c2Sc2ccc(Cl)cc2)cc1	-11	2	29	13	2	7	0.1	-11	37
COc1cc(CN2CCN(Cc3ccc(C)cc3)C(CCO)C2)ccc1O (stereo not given)	2	8	26	2	17	2	0.3	3	-27
Cc1cc(=O)oc(C)c1C(=O)N1CCCCC1	1	4	8	4	-1	5	-0.3	4	5
C/C(=C\c1ccccc1)CN1CCN(Cc2ccc(C)o2)C(CCO)C1 (stereo not given)	2	2	25	11	13	-1	-1.6	-3	-48
COc1ccc(NS(=O)(=O)Cc2ccccc2)cc1OC	-3	-2	22	3	1	0	-0.1	1	-4
Cc1cc(C)c2c(CC(=O)O)coc2c1	33	31	10	2	0	-3[fluorescence artefact?]	0.2	3	4

A portion of the library, so the mix of outcomes need not match the whole.
